# Source: PubChem BioAssay
# mec2-1 – NCI yeast anticancer drug screen, S. cerevisiae mec2-1 strain; growth inhibition, % at 50 µM; 9% of 79,000 active; AID 157, 2004;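 note: 0% = growth of vehicle-only cultures of the same strain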
#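 Test agents were screened against the mec2-1 yeast strain, with defined DNA repair or cell cycle alteration. Growth was scored as inhibition against vehicle-only controls.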
# yeast bub3 – NCI yeast anticancer drug screen, S. cerevisiae bub3 mutant strain. 9.9% of 78,000 active. AID 167, 2004. growth inhibition, % at 50 µM;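 note: 0% = growth of vehicle-only cultures of the same strain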
#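 Mutant yeast screening strain plus compound; vehicle-treated cultures serve as the 0% inhibition reference.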
# rad50 – NCI yeast anticancer drug screen, S. cerevisiae rad50 strain; % growth inhibition at 50 µM; 10% of 79,000 active;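 note: 0% = growth of vehicle-only cultures of the same strain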
#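 Cells are treated with compound, grown, and their growth is then scored against vehicle-only cultures of the same repair-deficient yeast strain.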
# yeast sgs1 mgt1 – NCI yeast anticancer drug screen, S. cerevisiae sgs1 mgt1 strain; growth inhibition, % at 50 µM; 10% of 78,000 active;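 note: 0% = growth of vehicle-only cultures of the same strain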
#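 Read-out: growth inhibition vs vehicle controls. Cells: mutant yeast strain deficient in DNA damage repair.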
# mlh1 rad18 – NCI yeast anticancer drug screen, S. cerevisiae mlh1 rad18 strain. % growth inhibition at 50 µM. 11% of 79,000 active. AID 175, 2004;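 note: 0% = growth of vehicle-only cultures of the same strain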
#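 Read-out is yeast growth inhibition, calculated against vehicle-only controls. The compound was applied to a strain engineered with DNA damage repair alterations.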
# yeast cln2 rad14 – NCI yeast anticancer drug screen, S. cerevisiae cln2 rad14 strain. AID 165, 2004. 8.3% of 78,000 active. % growth inhibition at 50 µM;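 note: 0% = growth of vehicle-only cultures of the same strain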
#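 Yeast strain cln2 rad14, bearing defects in cell cycle control and DNA repair, serves as the test system; values reflect growth inhibition compared with vehicle.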
# An asterisk follows results filed as active; & = joins results of further samples. Cut-off read from the data, not from the text of the source: active = growth inhibition above about 70%; inactive = the rest.
# Value order: mec2-1	yeast bub3	rad50	yeast sgs1 mgt1	mlh1 rad18	yeast cln2 rad14
> Nc1nc(-c2ccccc2)c(CC(=O)O)s1
    -12.3	-45.0	-16.1	-46.5	-18.6	-30.1
> Cn1cc(N=P(c2ccccc2)(c2ccccc2)c2ccccc2)c(=O)n(C)c1=O
    4.2	-2.1	-5.8	-11.1	5.5	1.4
> Cc1cc(-c2ccc([N+](=O)[O-])cc2)cc(C)[n+]1[O-]
    4.8	-2.9	-6.2	-3.6	-11.3	-38.5
> CCN(CC)c1ccc2cc(-c3csc(-c4ccc(N(C)C)cc4)n3)c(=O)oc2c1
    12.7	-13.1	26.5	-5.2	-20.3	16.9
> Oc1cc(Cl)ccc1Cc1ccc(Cl)cc1O
    99.7*	99.6*	99.8*	99.6*	99.7*	99.5*
> CNC(=S)SC(=S)NC
    8.3	-1.8	14.6	-4.5	4.8	-20.4
> O=COCc1ccc2c(c1)OCO2
    36.9	10.1	35.3	22.9	27.8	15.2
> COc1ccc(C2(CN(C)C)COc3cc(OC)c(OC)cc3C2=O)cc1OC (stereo not given)
    2.8	-2.1	27.0	-7.0	13.3	27.6
> CCOc1ccccc1NC(=S)NC1CCCCC1
    -9.3	25.1	-8.7	3.7	-6.3	-17.2
> C=C(CC(=O)O)C(N)C(=O)O (stereo not given)
    -15.1	5.1	-7.7	1.6	3.7	-25.4
> CCN(Cc1ccccc1)c1nn[nH]n1
    -13.5	-17.6	-11.6	-2.8	-21.9	-86.4
> NC(=O)CCCCCCCC(=O)O
    -5.7	-10.6	-0.9	-13.4	-22.9	1.4
> OC1CCOC1 (stereo not given)
    -23.1	2.0	14.8	5.8	11.1	1.9
> NC(CSSCC(N)C(=O)O)C(=O)O (stereo not given)
    -20.0	-20.9	-11.6	1.4	-2.0	4.0
> CCOC(=O)C1=CC2CCOC2O1 (stereo not given)
    -14.8	-9.5	-19.8	5.8	5.5	-28.7
> N#C/C(=C\c1cc2ccccc2c2ccccc12)c1ccccc1
    16.2	12.4	37.6	5.5	41.2	13.2
> CN1C=C(C(N)=O)Cc2ccsc21
    -10.8	-17.1	10.7	-15.8	-18.5	-8.9
> O=[N+]([O-])c1ccc(C2=C[P+](c3ccccc3)(c3ccccc3)C=C(c3ccccc3)O2)cc1
    90.4*	92.2*	91.0*	85.2*	92.2*	86.4*
> CCCCOP(=O)(CCCP(=O)(OCCCC)OCCCC)OCCCC
    49.5	19.2	2.0	-2.1	42.2	1.1
> CCO/C(CCn1[nH]c(=O)c(Cl)c(Cl)c1=O)=N\NC(=O)C(=O)NN
    5.3	3.1	9.8	6.2	6.0	7.3

# Value order: mec2-1	yeast bub3	rad50	yeast sgs1 mgt1	mlh1 rad18	yeast cln2 rad14
> Cc1ccccc1C(c1ccccc1)C(CC(=O)O)CC(=O)O (stereo not given)
    -0.1	20.6	13.7	25.5	-3.9	16.8
> CC(O[Si](C)(C)C)C1C=CC(C)n2c(=O)n(-c3ccccc3)c(=O)n21 (stereo not given)
    -26.6	-55.6	4.7	-34.3	-18.2	-7.6
> O=C(OCCN1CCCCC1)C(c1ccccc1)C1(O)CCSCC1 (stereo not given)
    22.9	17.9	9.6	32.6	5.2	25.9
> O=C1C(c2ccccc2)=C(c2ccccc2)C(c2ccc(-c3ccc(C4=C(c5ccccc5)C(=O)C(c5ccccc5)=C4c4ccccc4)cc3)cc2)=C1c1ccccc1
    6.8	-7.5	-19.2	5.3	-25.2	8.5
> CCOC(=O)C(C)F (stereo not given)
    -26.1	-8.4	6.1	1.6	3.8	-1.1
> O=[N+]([O-])c1cccc(S(=O)(=O)OCC#CCOS(=O)(=O)c2cccc([N+](=O)[O-])c2)c1
    3.2	-3.0	24.0	18.9	12.5	6.4
> COc1ccc(/C=c2\sc3nc(-c4ccccc4)nn3c2=O)cc1
    18.6	18.8	26.9	-4.7	9.0	1.8
> O=C(O)CC(=O)C(C(=O)O)C(CCc1ccccc1)C(C(=O)O)C(=O)CC(=O)O (stereo not given)
    -13.6	-2.8	-21.2	-19.7	-11.4	10.2
> CCCCCCCCCCCCCCCc1nnc(SC)s1
    -39.0	-3.1	-22.6	-14.9	11.2	15.3
> CC1CN(Cc2ccccc2)C(=O)C1=O (stereo not given)
    17.1	-9.8	-20.4	-21.3	-11.9	-12.7
> NNc1nnc(-c2ccccc2)nc1Cc1ccccc1
    91.3*	89.0*	67.1	82.9*	83.6*	86.0*
> Nc1ncc2c(n1)-c1ccccc1OC2N1CCCC1 (stereo not given)
    2.2	-24.9	-9.9	-15.8	17.1	4.7
> O=C(O)/C=N\Nc1nc2ccccc2[nH]1
    -6.0	-8.1	-1.9	1.9	6.8	-11.1
> COc1ccc(Nc2nc3ccccc3nc2-c2cccs2)cc1
    -3.8	14.3	5.2	23.5	17.3	-1.4
> CCCCOC(=O)c1ccccc1O
    -0.8	0.8	9.3	-13.8	20.5	-3.0
> CC(=O)Oc1c(OC(C)=O)c(-c2ccc(O)c(O)c2)c(O)c(O)c1-c1ccc(O)cc1
    -27.7	-16.9	-7.3	-7.0	-4.8	18.6
> Cc1c(C)c2c(c(C)c1O)CC(CC(=O)CO)CO2 (stereo not given)
    7.6	20.9	4.5	9.2	-6.9	-1.4
> CCOC(=O)c1ccc(Nc2sc(C(=O)c3cccc([N+](=O)[O-])c3)c(N)c2C#N)cc1
    -9.9	2.8	-9.9	-0.9	0.6	5.8
> CCC(O)C1c2ccccc2Cc2ccccc21 (stereo not given)
    -11.4	-3.9	-1.7	-19.1	-15.5	-1.2
> Cc1cccc(-c2cc(=O)c3c(C)cc(C)nc3[nH]2)c1
    2.7	24.1	-2.1	21.9	-39.4	24.8

# Part of the list above in order of number of heavy atoms, low to high:
# Value order: mec2-1	yeast bub3	rad50	yeast sgs1 mgt1	mlh1 rad18	yeast cln2 rad14
> CCC(O)C1c2ccccc2Cc2ccccc21 (stereo not given)
    -11.4	-3.9	-1.7	-19.1	-15.5	-1.2
> O=[N+]([O-])c1cccc(S(=O)(=O)OCC#CCOS(=O)(=O)c2cccc([N+](=O)[O-])c2)c1
    3.2	-3.0	24.0	18.9	12.5	6.4
> O=C1C(c2ccccc2)=C(c2ccccc2)C(c2ccc(-c3ccc(C4=C(c5ccccc5)C(=O)C(c5ccccc5)=C4c4ccccc4)cc3)cc2)=C1c1ccccc1
    6.8	-7.5	-19.2	5.3	-25.2	8.5

# The list continues:
molecule,mec2-1,yeast bub3,rad50,yeast sgs1 mgt1,mlh1 rad18,yeast cln2 rad14
CCCCS/C=C1\CCc2cc(OC)ccc2C12CC1=C(CCc3cc(OC)ccc31)C(SCCCC)C2 (stereo not given),2.0,0.7,-29.6,23.8,25.2,40.1
N=c1oc2ccccc2cc1-c1nc2ccccc2c(=O)[nH]1,-3.2,-13.4,-1.8,4.5,17.3,11.7
c1ccc(C2=NN3CN(N2)c2ccccc2OCCCOc2ccccc23)cc1,2.0,18.3,-25.2,-5.5,6.2,12.8
COC(=O)/C=C/c1cccnc1,-28.6,-10.3,-16.4,-36.1,-12.3,-22.7
O=C1CSC(=S)N1.[Cu+2],-9.5,-4.5,-7.9,7.7,4.3,-7.7
O=S(=O)(Nc1cc(Cl)c(NS(=O)(=O)c2ccccc2)c(S(=O)(=O)c2ccccc2)c1Cl)c1ccccc1,62.4,65.3,58.2,73.5*,65.0,71.8*
CCCCCCCCCCCCCCCCC(NC(C)=O)(C(=O)OCC)C(=O)OCC,1.6,-1.2,23.9,20.9,23.6,30.2
O=C(O)c1cc(Cl)c2ccccc2c1O,45.8,42.1,46.8,46.8,33.1,31.6
CCC(/C=N/NC(=O)c1ccc([N+](=O)[O-])cc1)CC,6.6,11.3,1.8,8.1,13.9,61.1
COC(=O)C(CCC(N)=O)N1C(=O)c2ccccc2C1=O (stereo not given),-2.4,7.3,4.7,-18.6,-2.4,-14.8
CC1(C)COC(C2(C)C(=O)C=C(c3ccccc3)c3ccccc32)=N1 (stereo not given),-11.8,3.9,25.3,29.8,11.8,12.8
CCOC(=O)C1(Br)CCN(S(=O)(=O)c2ccc(C)cc2)c2ccccc2C1=O (stereo not given),98.0*,97.5*,96.5*,97.8*,98.4*,95.2*
O=C1c2cc(Cl)ccc2-c2ccc(Cl)cc21,2.9,-1.2,2.8,-4.8,1.1,-11.8
CCC[n+]1ccc(CCS(=O)(=O)c2ccc(N)cc2)cc1,-6.5,21.4,6.2,1.9,-16.7,-6.0
COC(=O)[C@]1(C)CCC[C@]2(C)c3ccc(C(C)C)cc3C(=O)C[C@@H]12,99.0*,97.7*,95.9*,96.2*,94.5*,89.5*
C=C1C(=O)OCC2(C)CCCCC12 (stereo not given),-7.5,-33.7,-0.2,-0.1,-1.1,-43.4
Cc1cc(NC(=O)/C(Cl)=C(\Cl)C(=O)O)c([N+](=O)[O-])cc1C,26.6,13.2,63.9,43.9,3.1,-8.0
Cc1ccc(NC(=O)/C=C/c2ccccc2)cc1Cl,14.2,27.4,2.0,8.2,16.1,-5.5
Cc1c2cnccc2c(C)c2c1c1ccccc1n2CCCN,67.6,84.6*,91.7*,77.3*,82.1*,72.3*
Nc1ccc([N+](=O)[O-])c(C(=O)O)c1,-26.9,-15.1,-10.2,-15.0,-6.9,15.9
CSCC1CC(c2ccc(Cl)cc2)=NO1 (stereo not given),6.8,0.5,27.8,1.1,32.6,-1.4
S=c1nc(Oc2ccc(-c3ccccc3)cc2)[nH]c(=S)[nH]1,-32.5,-30.4,-24.5,-41.0,-10.3,-4.3
O=C1OC(c2ccccc2)=N/C1=C\c1cccnc1,-3.2,-5.8,12.3,0.0,13.1,-10.3
C/C(=N\N)C(=O)S(=O)(=O)c1c(C)cc(C)cc1C,-36.3,8.6,-13.9,-10.2,-35.1,-23.3
CCC(CC)SC(CC)CC,-9.4,-10.4,18.3,-25.5,12.2,12.1
CC(=O)c1oc(C)nc1C,2.6,6.2,-12.6,-9.9,-4.7,-1.9
COC(=O)NC1=Nc2ccccc2N(C(=O)Oc2ccccc2)S1,0.6,83.2*,7.8,26.4,33.9,23.6
O=C(c1ccc(Br)cc1)C1SC2(C(=O)c3ccc(Br)cc3)SC(C(=O)c3ccc(Br)cc3)C(C(=O)c3ccc(Br)cc3)SC2(C(=O)c2ccc(Br)cc2)SC1C(=O)c1ccc(Br)cc1 (stereo not given),3.8,-3.0,-8.8,-17.4,-24.4,-11.9
CN(C)CC1CCCC(CN(C)C)C1=O (stereo not given),-9.9&26.9,-22.1&-16.1,-21.9&-13.4,-39.5&-16.0,-13.8&-2.0,-30.4&33.0
COc1ccccc1NC(=O)C(CC(C(=O)Nc1ccccc1OC)/C(C)=N/Nc1ccc([N+](=O)[O-])cc1[N+](=O)[O-])/C(C)=N/Nc1ccc([N+](=O)[O-])cc1[N+](=O)[O-] (stereo not given),5.0,17.8,14.8,19.6,32.4,10.6

molecule,mec2-1,yeast bub3,rad50,yeast sgs1 mgt1,mlh1 rad18,yeast cln2 rad14
COc1ccc(/C=C/C2=CC(=O)CC(c3ccc(OC)c(OC)c3)C2)cc1OC (stereo not given),5.3,31.2,13.2,16.5,9.3,-35.6
Cc1ccc(-n2cnc3c(N(CCO)CCO)ncnc32)cc1N,-6.5,-1.6,2.7,-11.2,0.9,-0.1
CC1=CC(c2c(O)cc(O)c(C(=O)CCc3ccccc3)c2O)C(C(C)C)CC1 (stereo not given),83.0*,76.0*,70.8*,80.0*,82.2*,79.2*
O=C1c2ccccc2N1C(=O)c1ccccc1[N+](=O)[O-],-9.2,3.9,13.4,7.5,3.0,-11.7
O=C(c1nc2ccc(Cl)cc2[nH]c1=O)C(O)c1ccco1 (stereo not given),3.2,-24.7,-21.4,-20.2,-13.2,-1.4
Cc1nnc2n(c1=O)CCCN2C,6.2,15.8,-0.3,11.6,13.4,-11.8

# Complete entries from above.
# Results for COc1ccc(/C=C/C2=CC(=O)CC(c3ccc(OC)c(OC)c3)C2)cc1OC (stereo not given) = mec2-1: 5.3; yeast bub3: 31.2; rad50: 13.2; yeast sgs1 mgt1: 16.5; mlh1 rad18: 9.3; yeast cln2 rad14: -35.6
# Results for Cc1nnc2n(c1=O)CCCN2C = mec2-1: 6.2; yeast bub3: 15.8; rad50: -0.3; yeast sgs1 mgt1: 11.6; mlh1 rad18: 13.4; yeast cln2 rad14: -11.8

# Exported as labelled records: two of the compounds above.
COc1ccc(/C=C/C2=CC(=O)CC(c3ccc(OC)c(OC)c3)C2)cc1OC (stereo not given)
  mec2-1: 5.3	yeast bub3: 31.2	rad50: 13.2	yeast sgs1 mgt1: 16.5	mlh1 rad18: 9.3	yeast cln2 rad14: -35.6

CC1=CC(c2c(O)cc(O)c(C(=O)CCc3ccccc3)c2O)C(C(C)C)CC1 (stereo not given)
  mec2-1: 83.0*	yeast bub3: 76.0*	rad50: 70.8*	yeast sgs1 mgt1: 80.0*	mlh1 rad18: 82.2*	yeast cln2 rad14: 79.2*

# The order is random; any-hit rate near 15%.
